# Screening results from PubChem.
# RECQ1 helicase – RECQ1 (human) helicase inhibition. P46063. RECQ1 DNA unwinding, red fluorescence kinetic read. Potency, µM (top dose mostly 57.3 µM), without a hit: top-dose activity, negative = inhibition, hits mostly inhibitors. actives 0.54% (n = 240,000);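 further: plate controls were vehicle for no effect and no enzyme for full effect; nearly all actives have a fitted effect of over 30% in size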
#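 RECQ1T1 50 nM; forked duplex (20 bp + 30-nt ss tails) 200 nM, ATP 2 mM final; pH 8.0, 2 mM MgCl2, 2.5 ug/ml poly(dI-dC); 15 min compound preincubation; discontinuous kinetic read over 2 h at RT.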
# SMN2 splice up – SMN2 splice variant enhancement; HEK293 SMN2-luciferase splicing reporter, luminescence, 30-36 h; Potency, µM (doses to about 46.1 µM), for the others: at the top dose activity change, positive = activation, usual class: activators; actives 2.8% (n = 210,000); further: % of control where 0% means no effect; nearly all actives have a fitted effect of over 55% in size
#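 HEK293 cells carry an SMN2 […]–luciferase reporter in which exon 7 inclusion puts luciferase in frame. Cells were plated 10-12 h before compound addition, then incubated 30-36 h at 37C. ONE-Glo luminescence was read; sodium butyrate at 4.5 mM final served as control.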
# ALDH1A1 inh – ALDH1A1 (human) enzyme inhibition; P00352; Purified ALDH1A1, NADH fluorescence, propionaldehyde substrate; Potency, µM (titrated, usually from 75.3 µM), without a hit: at the top dose activity, negative = inhibition, usual class: inhibitors; actives 7.3% (n = 220,000); AID 1030; active means well fitted inhibition curve with a large enough effect, not every such curve was filed as active; inconclusive means small, poorly fitted or top-dose-only effect, or another doubt; inactive means no such curve, though single readings can be large or run the other way;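 further: plate controls were no enzyme wells and a reference inhibitor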
# Target sequence (P00352 whole entry, looked up): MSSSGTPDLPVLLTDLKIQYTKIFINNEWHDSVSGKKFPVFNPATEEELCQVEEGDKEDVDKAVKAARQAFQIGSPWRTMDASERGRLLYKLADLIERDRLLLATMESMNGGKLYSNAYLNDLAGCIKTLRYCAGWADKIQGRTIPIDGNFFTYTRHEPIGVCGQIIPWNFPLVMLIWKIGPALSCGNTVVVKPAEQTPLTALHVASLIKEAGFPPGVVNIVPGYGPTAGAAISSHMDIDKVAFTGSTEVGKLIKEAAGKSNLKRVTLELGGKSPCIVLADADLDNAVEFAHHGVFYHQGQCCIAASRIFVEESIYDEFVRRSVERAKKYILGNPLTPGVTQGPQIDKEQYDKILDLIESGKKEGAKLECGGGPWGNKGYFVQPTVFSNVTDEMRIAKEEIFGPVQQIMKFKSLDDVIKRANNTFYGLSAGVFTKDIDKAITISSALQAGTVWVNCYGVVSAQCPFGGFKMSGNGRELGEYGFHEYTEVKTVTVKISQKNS
# TRb-SRC2 inh – disrupts binding of human TR beta to SRC2; TRbeta-SRC2 peptide binding, fluorescence polarization; receptor liganded with 1 µM T3; Potency, µM (titrated, usually from 106 µM), without a hit: at the top dose activity change, negative = inhibition, most hits filed as inhibitors; actives 0.065% (n = 280,000);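 further: plate controls were bound peptide for no effect and peptide without receptor for full effect; nearly all actives have a fitted effect of over 50% in size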
# Target sequence (P10828 whole entry, looked up): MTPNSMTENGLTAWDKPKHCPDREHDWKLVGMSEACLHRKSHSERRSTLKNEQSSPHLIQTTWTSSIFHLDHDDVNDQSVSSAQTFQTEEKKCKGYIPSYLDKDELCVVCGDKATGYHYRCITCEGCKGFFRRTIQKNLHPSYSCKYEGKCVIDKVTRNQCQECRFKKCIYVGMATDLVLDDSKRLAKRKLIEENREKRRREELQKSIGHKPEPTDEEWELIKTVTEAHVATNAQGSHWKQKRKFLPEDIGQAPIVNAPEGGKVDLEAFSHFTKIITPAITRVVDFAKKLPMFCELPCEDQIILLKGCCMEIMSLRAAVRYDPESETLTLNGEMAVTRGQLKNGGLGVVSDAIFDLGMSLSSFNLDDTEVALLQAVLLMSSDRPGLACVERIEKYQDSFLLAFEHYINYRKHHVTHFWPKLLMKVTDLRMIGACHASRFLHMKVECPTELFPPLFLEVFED
#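 Quantitative HTS by FP: 0.6 uM TRb LBD, 20 nM labeled SRC2 20-mer, 1 uM T3, 5% DMSO; 5 hr ambient incubation; % activity per concentration and potencies from concentration series.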
# LMNA splice mod – changes lamin A minigene splicing in HeLa cells. AID 1487. actives 0.01% (n = 200,000). HeLa LMNA splicing GFP/RFP minigene ratio, 48 h. Potency, µM (titrated, usually from 46.1 µM), inactives show at the top dose ratio change, negative = inhibition, hits mostly inhibitors; active means well fitted inhibition curve with a large enough effect in the signal ratio, with a control signal flat, not every such curve was filed as active; inconclusive means small, poorly fitted or top-dose-only effect, or effect the other way, or a change in a side signal; the % refers to the signal ratio; further: on the % scale 0 is the no-effect control and ±100 the full control effect
#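 S3 HeLa stable clones carrying a lamin A-EGFP splicing minigene plus DsRed2 were seeded at 600 cells/well in Opti-MEM with 2% FBS, pin-dosed and incubated 48 h at 37°C. Acumen cytometry (488 nm) gave the GFP/RFP total-intensity ratio.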
# TexasRed fluor – alters Texas Red total fluorescence, flagging assay interference. TRb/SRC2 Texas Red total fluorescence interference. actives 0.29% (n = 280,000). Potency, µM (highest dose often 106 µM), inactives show at the top dose fluorescence change, negative = quenching; active means well fitted curve in either direction with a large enough effect; inconclusive means small, poorly fitted or top-dose-only effect; further: on the % scale 0 is the no-effect control and ±100 the full control effect
#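 Flags fluorescent or light-absorbing compounds by total fluorescence, S + 2P, at 555 nm excitation and 632 nm emission. Mixture: 20 nM Texas Red SRC2 peptide, 0.6 uM human TRb LBD, 1 uM T3, 5% DMSO; compound exposure 5 h at ambient temperature.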
# RGS12 GoLoco inh – RGS12 GoLoco-Gai1 interaction inhibition. Gai1:RGS12 GoLoco peptide FP, rhodamine, 10 min. Potency, µM (highest dose often 61.6 µM), for inactives: top-dose activity, negative = inhibition, hits mostly inhibitors. actives 0.44% (n = 230,000). P63096. AID 880; active means well fitted inhibition curve with a large enough effect, not every such curve was filed as active; inactive means no such curve, though single readings can be large or run the other way; further: on the % scale 0 is the no-effect control and ±100 the full control effect; nearly all actives have a fitted effect of over 30% in size; many of its hits are not listed in these tables
# KDM4E inh – JMJD2E (human) inhibition. Potency, µM (doses to about 57.1 µM), for inactives: at the top dose activity change, negative = inhibition, most hits filed as inhibitors. actives 1.6% (n = 230,000). JMJD2E catalytic domain, FDH-coupled NADH fluorescence (FDH is formaldehyde dehydrogenase). AID 2147; active means well fitted inhibition curve with a large enough effect, not every such curve was filed as active; inconclusive means small, poorly fitted or top-dose-only effect, or another doubt; inactive means no such curve, though single readings can be large or run the other way;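 further: 0% = wells with enzyme and -100% = buffer wells without enzyme; nearly all actives have a fitted effect of over 50% in size; many of its hits are not listed in these tables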
# * = called active by the depositor; i = inactive; ? = inconclusive; nt = no result given; & = joins results of further samples; [ ] = another dose, or the depositor's remark. Unless noted, the call rests on the fitted dose curve; in most records, active means well fitted curve in the direction sought with a large enough effect; inconclusive means small, poorly fitted or top-dose-only effect, or another doubt; inactive means no such curve, though single readings can be large; an effect the other way counts as inactive or inconclusive. Potency means the concentration at half of the fitted maximal effect.
SMILES,RECQ1 helicase,SMN2 splice up,ALDH1A1 inh,TRb-SRC2 inh,LMNA splice mod,TexasRed fluor,RGS12 GoLoco inh,KDM4E inh
COC(=O)c1cnn(-c2nc3c(C)cccc3s2)c1C,14%,18%,-2%,-5%,-3%,2%,-2%,0%
CCOc1ccc(C(=O)Nc2cc(OC)ccc2OC)cc1,i,12%,11%,0%,-4%,-1%,8%,1%
CCCN1C(=O)/C(=C/c2ccncc2)SC1=S,-2%,-9%,10µM*,15%,3%,-2%,16%,-9%
COc1ccc(N2CC(C(=O)NC3CC(C)(C)NC(C)(C)C3)CC2=O)cc1 (stereo not given),-7%,5%,14%,0%,-2%,-1%,1%,9%
COC(=O)COc1ccc(S(=O)(=O)N2CCc3ccccc3C2)cc1C,-6%,-4%,4%,-9%,4%,2%,0%,-4%
CCOc1cc(-c2cc(-c3ccc(C)o3)nc(N)c2C#N)ccc1O,-9%,28%,?,2%,?,-6%,-4%,?
Fc1cc(F)c2nc(Nc3nc4cc5c(cc4s3)OCO5)sc2c1,?,18µM*,-11%,24%,-5%,35µM*[quencher],7%,194%[activator]
CC(C(=O)N1c2ccccc2Sc2ccccc21)n1nnc(-c2cccs2)n1 (stereo not given),-4%,-13%,-3%,0%,3%,-5%,3%,4%
COc1ccc(NC(=O)C2=C(C)C(=O)OC23CCC(C)CC3)cc1Cl (stereo not given),?,-1%,?,4%,10%,-5%,15%,-1%
CCCC(=O)Nc1cccc(-c2cn3cccnc3n2)c1,-1%,7%,?,6%&-1%,?,-7%&-1%,1%,?
Cc1sc2nc(SCC(=O)N3CCN(CCO)CC3)n(-c3ccccc3)c(=O)c2c1C,18%,?,?,-18%,0%,2%,17%,-3%
COc1cc(C(=O)N(CCc2ccccc2)C2=CC3CCC(C2)N3C)cc(OC)c1OC (stereo not given),-7%,5%,5%,-12%,-3%,-2%,11%,1%
Nc1ccc(N2CCCCC2)c2nonc12,?,nt,7.9µM*,?,9%[46 µM],-2%,7%,-3%
Cc1ccc(NC(=O)c2cn(CCC#N)nc2-c2cccs2)c([N+](=O)[O-])c1,0%,7%,?,12%,-11%,-1%,-14%,4%
COCCn1c(=O)cnc2cnc(N3CCOCC3)nc21,-1%,nt,2%,nt,3%,nt,-3%,nt
CCOc1ccccc1N1CC(C(=O)NCCc2ccc(S(N)(=O)=O)cc2)CC1=O (stereo not given),-10%,-10%,5%,-3%,3%,-1%,3%,-3%
Cc1oc2c(C)c(O)ccc2c(=O)c1-c1nncn1-c1ccccc1,23%,-18%,?,3%,-3%[46 µM],0%,164%[activator],-1%
COC(=O)c1sc(Nc2ccccc2)nc1C,7%,24%,-4%,5%,10%,-5%,7%,-30%
COc1ccc(NC(=O)c2ccco2)cc1NC(=O)c1cc2ccccc2o1,i,nt,?,6%,-10%,-3%,nt,?
CCOc1ccccc1C1NC(=O)NC(C)=C1C(=O)OC1CCCC1C (stereo not given),-4%,?,1%,-13%,22%,-2%,10%,7%
COc1ccccc1NC(=O)Oc1ccc(NC(=O)c2ccco2)cc1,-5%,2%,?,-6%,-8%,-2%,3%,3%
O=c1c2ccccc2n2c(-c3cccc(F)c3)nnc2n1Cc1ccccc1,-13%,nt,?,-3%&1%,-13%,-2%&-3%,nt,?
Cc1cc(OCCOCCN(C)CCO)cc(C)c1Cl,0%,-1%,4%,-4%,?,2%,5%,1%
O=C(O)C1=C(C(=O)N2CCN(C(=O)c3ccco3)CC2)CCCC1,-1%,-21%,?,-2%,-3%,0%,-21%,-24%
Cc1cc(C)nc(Nc2nc(C)c3cc4c(cc3n2)OCO4)n1,0%,0%,?,0%,0%,2%,4%,?
c1ccc(-n2nc3c(ccc4cnnc43)[nH]2)cc1,-3%,?,?,5%,?,-10%,1%,?
CCOC(=O)c1nnn(-c2nonc2N)c1CN1CCCCCC1,20%,-8%,2.2µM*,3%,-1%,-1%,7%,-12%
CCOC(=O)c1cccc(-n2c(-c3ccc(OC)cc3)nc3nc4ccccc4nc32)c1,-12%,-17%,?,-20%,-8%,1%,0%,1%
CCOC(=O)c1c(-n2cccc2)sc2c1CCCC2=O,1%,-50%[inhibitor],?,-1%,?,-2%,17%,6%
O=C(Nc1ccc(O)c(C(=O)O)c1)c1ccc2c(c1)C(=O)N(CC1CCCO1)C2=O (stereo not given),4%,-10%,10µM*,2%,-6%,-1%,-2%,2%

# Part of the list above, with two lines to a compound:
# Order of values: RECQ1 helicase	SMN2 splice up	ALDH1A1 inh	TRb-SRC2 inh	LMNA splice mod	TexasRed fluor	RGS12 GoLoco inh	KDM4E inh
> CCOC(=O)c1nnn(-c2nonc2N)c1CN1CCCCCC1
 : 20%	-8%	2.2µM*	3%	-1%	-1%	7%	-12%
> COc1ccccc1NC(=O)Oc1ccc(NC(=O)c2ccco2)cc1
 : -5%	2%	?	-6%	-8%	-2%	3%	3%

# Following part:
SMILES,RECQ1 helicase,SMN2 splice up,ALDH1A1 inh,TRb-SRC2 inh,LMNA splice mod,TexasRed fluor,RGS12 GoLoco inh,KDM4E inh
Cn1cnnc1SCC(=O)NNC(=O)COc1ccc(Cl)cc1,-11%,nt,9%,-4%,nt,-2%,1%,-6%
Cc1sc(NC(=O)CSc2nnc(COc3ccc(Cl)cc3)n2C)c(C#N)c1C,-3%,-10%,4%,7%,15%,3%,16%,5%
COC(=O)c1ccccc1NC(=O)Cn1c(=O)oc2ccc(Cl)cc21,-18%,-14%,19%,-2%,18%,-1%,-5%,1%
Cc1ccc(-n2ncc3c(=O)n(CC#N)cnc32)cc1C,-12%,2%,16µM*,-24%,19%,2%,9%,?
Cc1cc(C)c(C#N)c(SCc2[nH]nc3c2C(c2ccc(F)cc2)C(C#N)=C(N)O3)n1 (stereo not given),-3%,23%,?,0%,-16%,-4%,7%,-13%
COCCn1nnnc1C(c1ccc(OC)cc1)N1CCC(C)CC1 (stereo not given),-5%,31%,-16%,-11%,7%,-1%,0%,5%
Cc1csc(SCC(=O)NCCc2ccc(Cl)cc2)n1,-8%,0%,-1%,-5%,?,-1%,-2%,-4%
O=C1NCC2=C1C(c1ccccc1)Nc1ccccc1N2 (stereo not given),15%,36%,-1%,5%,7%,-4%,16%,?
O=C(Nc1ncc(Cc2ccccc2Cl)s1)c1ccc([N+](=O)[O-])cc1,-6%,1%,12%,11%,-9%,-12%,2%,4%
CN(CC(=O)NCCc1ccccn1)S(=O)(=O)c1ccc(Cl)cc1,-11%,-10%,-2%,-1%,nt,0%,-3%,1%
Cc1cc(C)c2c(N)c(C(=O)NC3CCCC3)sc2n1,i,11%,?,0%,?,-1%,11%,?
CCNc1nc(NC(C)C)nc(SCCOC(=O)c2ccccc2)n1,-12%,-4%,?,3%,?,3%,5%,4%
COc1cc(/C=N/NC(=O)Cc2csc(N3CCOCC3)n2)cc(OC)c1O,-13%,6%,-8%,-6%,2%[46 µM],0%,-1%,?
O=C(CCOc1ccccc1)Nc1ccc([N+](=O)[O-])cc1,-18%,20%,-1%,2%,0%[46 µM],-2%,-2%,-2%
CC(C)CCNc1nc(N)c([N+](=O)[O-])c(NCCO)n1,-2%,nt,nt,-6%,nt,-3%,-1%,-10%
O=C(Nn1c(C2CCCCC2)nc2ccccc2c1=O)c1ccc([N+](=O)[O-])cc1Cl,3%,?,?,-7%,?,0%,1%,3%
O=C(NN1C(=O)C2C3C=CC(C4CC34)C2C1=O)c1cccc(Cl)c1 (stereo not given),3%,-1%,-8%,-8%,3%,-1%,5%,-4%
CCOC(=O)c1cnc2nc(C)[nH]n2c1=O,4%,22%,-4%,5%,3%,-1%,-19%,?
O=C1C(=Cc2ccco2)C(=O)c2ccccc21,-30%,8%,13µM*,-1%,-2%,-12%,-6%,-24%
O=C(Nc1ccc(C(=O)O)cc1)/C(=C\c1ccc([N+](=O)[O-])cc1)NC(=O)c1ccc(Br)cc1,i,-2%,?,-3%,nt,0%,-3%,3%
CC(C)Oc1ccc(C(CC(=O)N(C)CCC#N)c2ccc(F)cc2)cc1 (stereo not given),-4%,-16%,?,3%[53 µM],-5%,-1%[53 µM],-4%,2%
CCn1nnnc1SCC(=O)NCc1cccs1,i,nt,-11%,-16%,1%,0%,nt,4%
CCOC(=O)c1ccc(NC(=O)N2CCc3ccccc32)cc1,-2%,16µM*,12%,-9%,8%,-2%,4%,-18%
CCn1c(SCc2ccccc2)nnc1C1CCN(S(=O)(=O)c2ccc(OC)cc2)CC1,7%,-28%,5µM*,5%,-1%,-2%,4%,5%
COc1ccc(N(CC(=O)N2CCN(Cc3ccc4c(c3)OCO4)CC2)S(C)(=O)=O)cc1OC,0%,-31%[inhibitor],-6%,-6%,-19%,-2%,0%,-1%
COc1ccc(NCC(=O)N/N=C2\CCCC(C)C2)cc1 (stereo not given),0%,2%,1%,-1%,-1%,-4%,4%,1%
CCC(=O)Nc1cccc(NC(=O)CN2CCN(c3ccccc3OC)CC2)c1,1%,-11%,8%,2%,?,-5%,-11%,2%
O=C(OCC(=O)N1CCOCC1)c1cccc(S(=O)(=O)N2CCCc3ccccc32)c1,-17%,nt,nt,-7%,nt,-6%,3%,10%
CC(=O)Nc1ncnc2c1c(-c1ccc(Cl)cc1)nn2C(C)(C)C,i,19%,?,3%,19%[46 µM],-1%,6%,?
O=C(C1=C[C@H](c2coc3ccccc3c2=O)C[C@H](OCc2ccc(CO)cc2)O1)N1CCN(Cc2ccc3c(c2)OCO3)CC1,-8%,nt,-3%,-6%,nt,0%,1%,-3%
O=C(NCc1cccc(Cl)c1)c1cccnc1,i,15%,3%,1%,-10%,-3%,-5%,-3%
CCCS(=O)(=O)N1CCN(Cc2c[nH]c3ccccc23)CC1,i,4%,?,-7%,nt,-6%,1%,-13%
COC(=O)C1=C(C(=O)OC)[C@@H]2Nc3ccccc3[C@@]23C[C@@H](C(=O)OC)N(S(=O)(=O)c2c(C)noc2C)C3=N1,-8%[11.5 µM],1%[9.22 µM],?,6%[11.2 µM],4%[9.22 µM],0%[11.2 µM],2%[14.2 µM],3%[11.4 µM]

# An excerpt (hit frequency here may not be typical).
